# Coupling enz = inhibits coupling enzyme system, counter-screen for aldolase hits; coupling enzyme system counterscreen, AmpLite Red fluorescence; activity change, negative = inhibition, % at 58.2 µM, hits read low; 290,000 compounds, 0.67% hits; in the data active = activity change below about -30%; also: % is scaled to controls: 0 for no effect and ±100 for the full control effect
#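 Activity here indicates interference with the coupling reaction, not aldolase inhibition. Compounds at 57.5 uM final met coupling enzymes for 10 min at RT; substrate and AmpLite Red detection followed, with a 525/598 nm fluorescence read after 20 min.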
# KCNH2 WT inh = blocks the wildtype human KCNH2 potassium channel; Q12809; U2OS, BacMam KCNH2, thallium flux FluxOr; hits give low values; activity change, % at 1.84 µM; 340,000 compounds, 0.37% hits;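 active = maximum activity change below -70%; inconclusive = maximum activity change between -70% and -50%; inactive = maximum activity change above -50%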; also: % is scaled to controls: 0 for no effect and ±100 for the full control effect
#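 U2OS cells transduced with wild-type KCNH2 virus are loaded with FluxOr dye for 45 min, and thallium flux is measured in kinetic reads before and after stimulation buffer. Rate constants are normalized to DMSO controls.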
# PKM2 act = activators of human pyruvate kinase M2; AID 1631; P14618; Potency, µM (series often up to 57.5 µM), for inactives: top-dose activation, actives largely listed as activators; 260,000 compounds, 0.34% hits; purified PKM2, Kinase-Glo ATP luminescence, activation; response scale: 0% is enzyme alone, no compound; also: potency is read from the fitted curve at half-maximal effect; % is scaled to controls: 0 for no effect and ±100 for the full control effect; nearly all actives have a fitted effect of over 55% in size
# Target sequence (P14618 whole entry, looked up): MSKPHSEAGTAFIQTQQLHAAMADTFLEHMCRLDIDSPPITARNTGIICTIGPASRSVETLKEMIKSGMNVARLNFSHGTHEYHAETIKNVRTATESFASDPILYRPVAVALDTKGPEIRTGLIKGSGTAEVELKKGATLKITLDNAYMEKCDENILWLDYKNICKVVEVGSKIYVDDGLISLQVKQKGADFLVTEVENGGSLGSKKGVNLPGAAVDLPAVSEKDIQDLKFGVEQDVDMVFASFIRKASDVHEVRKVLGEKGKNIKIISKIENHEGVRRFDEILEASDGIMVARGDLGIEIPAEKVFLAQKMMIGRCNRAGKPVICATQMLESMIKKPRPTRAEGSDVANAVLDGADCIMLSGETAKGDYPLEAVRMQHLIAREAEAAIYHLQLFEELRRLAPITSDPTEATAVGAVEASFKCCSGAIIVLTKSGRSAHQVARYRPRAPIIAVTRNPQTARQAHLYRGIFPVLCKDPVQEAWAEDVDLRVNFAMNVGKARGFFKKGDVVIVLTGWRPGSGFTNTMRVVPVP
#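 Purified hPK-M2 (>95%) run at intermediate activity with 0.1 mM ADP and 0.5 mM PEP in 50 mM imidazole pH 7.2, KCl, MgCl2; 1 h room temperature. ATP formed read by Kinase-Glo luminescence; normalized to uninhibited and no-enzyme controls.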
# MLL CXXC-DNA inh = inhibitors of human MLL CXXC domain-DNA interaction; Q03164; MLL-CXXC / FITC-HOXA9 DNA fluorescence polarization; Potency, µM (highest dose often 115 µM), for inactives: at the highest dose activity change, negative = inhibition, hits mostly inhibitors; 290,000 compounds, 0.037% hits; AID 2662; active = well fitted inhibition curve with a large enough effect in the polarisation, with a control signal flat, not every such curve was filed as active; inconclusive = small, poorly fitted or top-dose-only effect, or effect the other way, or a change in a side signal; inactive = no such curve, though single readings can be large or run the other way; the % refers to the polarisation; also: potency is read from the fitted curve at half-maximal effect
#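 Purified MLL-CXXC (added from a 7 uM solution) was preincubated 5 min at ambient with pinned compounds in 50 mM Tris-HCl pH 7.5, 50 mM NaCl, 1 mM DTT, 0.05% BSA. Fluorescein-labeled HOX-A9 DNA (50 nM solution) followed, 30 min, then polarization read.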
# KCNH2 3.1 block = inhibitors of human KCNH2 3.1 potassium channel isoform; 340,000 compounds, 0.95% hits; activity change, % (tested at about 1.8 µM); U2OS KCNH2 3.1, thallium flux FluxOr; hits give low values;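 active = maximum activity change below -70%; inconclusive = maximum activity change from -70% to -50%; inactive = maximum activity change above -50%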;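 also: thallium influx rate constant from kinetic fluorescence after stimulation buffer; % is scaled to controls: 0 for no effect and ±100 for the full control effect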
#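 Kinetic fluorescence (2 min after stimulation buffer) measures Tl+ influx through KCNH2 3.1 expressed by viral transduction in U2OS cells; the rate constant is normalized against DMSO controls serving as positive and negative references.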
# GALK inhibitor = galactokinase (human) inhibition | Purified GALK, Kinase-Glo residual ATP luminescence | Potency, µM (doses to about 57.5 µM), inactives show at the highest dose activity change, negative = inhibition, hits mostly inhibitors | 270,000 compounds, 0.007% hits; also: potency is read from the fitted curve at half-maximal effect; % is scaled to controls: 0 for no effect and ±100 for the full control effect
#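 ATP-depletion format; final 35 uM ATP, 100 uM D-galactose, 5 nM enzyme; pH 8.0 HEPES/Mg2+ buffer; 60 min RT; luminescence read 10 min after detection reagent.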
# TRPV1 agonist = activates the human vanilloid receptor TRPV1 | TRPV1-expressing cells, Fluo-8 calcium influx, agonist mode | activation, % at 8.33 µM | 320,000 compounds, 0.19% hits | AID 540275; in the data active = activation above about 80%; inconclusive = between about 30% and that limit; also: 0% is about no effect
#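 Fluo-8 calcium influx in TRPV1-expressing cells, kinetic read (ex 480/em 520 nm). Compound added and read 3 min for agonist activity, followed by capsaicin at EC20 final and 2 min further read for enhancement.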
# Giardia kill = Giardia lamblia killing; Giardia lamblia trophozoite viability; activity change, % at 7.66 µM, hits read low; 340,000 compounds, 0.15% hits; in the data active = activity change below about -80%; inconclusive = between about -30% and that limit;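 also: parasites exposed to compound for two days anaerobically before the ATP read; % is scaled to controls: 0 for no effect and ±100 for the full control effect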
#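 Luminescent ATP signal served as the viability read-out, measured 15-30 min after adding ATP detection reagent to trophozoites that had been incubated with compounds for 48 hrs at 37 deg C anaerobically at 100 cells/well.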
# USP2a inh = inhibitors of human ubiquitin-specific protease USP2a. O75604. USP2 core, Ub-CHOP2 coupled fluorogenic reporter, 485/531. Potency, µM (series often up to 38.3 µM), without a hit: at the top dose activity change, negative = inhibition, actives largely listed as inhibitors. 330,000 compounds, 0.01% hits. AID 463254;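 also: potency is read from the fitted curve at half-maximal effect; plate controls were DMSO wells for no effect and full inhibition by NEM control for full effect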
#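 Deubiquitinase activity read as fluorescence (485/531 nm) after Ub-CHOP2 cleavage activates the enterokinase reporter on its substrate; USP2 core 10nM, Ub-CHOP2 and substrate 25nM each, 30min compound preincubation then 60min RT; data normalized to NEM, curves fitted.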
# B2AR arrestin = beta2AR (human) beta-arrestin recruitment activity. beta-arrestin recruitment to beta2AR, cell-based reporter. P07550. Potency, µM (highest dose often 46.1 µM), inactives show at the highest dose activation, hits mostly activators. AID 492947. 330,000 compounds, 0.02% hits;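 also: potency is read from the fitted curve at half-maximal effect; 0% = DMSO controls and full agonism = EC100 isoproterenol or metaproterenol; nearly all actives have a fitted effect of over 65% in size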
# Target sequence (P07550 whole entry, looked up): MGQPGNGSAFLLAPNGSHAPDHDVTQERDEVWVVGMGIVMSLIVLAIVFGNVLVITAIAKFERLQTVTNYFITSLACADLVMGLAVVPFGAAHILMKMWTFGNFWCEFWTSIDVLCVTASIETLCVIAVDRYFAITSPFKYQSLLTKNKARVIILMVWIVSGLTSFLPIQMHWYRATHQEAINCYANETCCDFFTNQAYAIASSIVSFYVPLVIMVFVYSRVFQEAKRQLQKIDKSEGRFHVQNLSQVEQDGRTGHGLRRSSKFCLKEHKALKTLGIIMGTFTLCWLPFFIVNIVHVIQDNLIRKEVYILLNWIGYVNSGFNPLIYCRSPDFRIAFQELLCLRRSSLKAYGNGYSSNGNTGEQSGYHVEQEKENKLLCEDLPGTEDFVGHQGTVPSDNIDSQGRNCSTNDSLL
# Menin MLL FP TR = inhibitors of human menin-MLL interaction, mutant MLL peptide; Menin + Texas Red MLL mutant peptide, fluorescence polarization; 270,000 compounds, 0.23% hits; Potency, µM (top dose mostly 61.6 µM), for inactives: top-dose FP activity change, negative = inhibition, hits mostly inhibitors; O00255; active = well fitted inhibition curve with a large enough effect in the polarisation, with a control signal flat, not every such curve was filed as active; inconclusive = small, poorly fitted or top-dose-only effect, or effect the other way, or a change in a side signal; inactive = no such curve, though single readings can be large or run the other way; the % refers to the polarisation; also: potency is read from the fitted curve at half-maximal effect; % of control where 0% means no effect; many of its hits are not listed in these tables
# Active calls of the source: *; ? = inconclusive; / = no result given; [ ] = another dose, or the depositor's remark. Unless noted, calls follow the shape of the dose curve; as a rule, active = well fitted curve in the direction sought with a large enough effect; inconclusive = small, poorly fitted or top-dose-only effect, or another doubt; inactive = no such curve, though single readings can be large; an effect the other way counts as inactive or inconclusive. The list is partial. The share of hits here may be higher or lower than overall.
SMILES,Coupling enz,KCNH2 WT inh,PKM2 act,MLL CXXC-DNA inh,KCNH2 3.1 block,GALK inhibitor,TRPV1 agonist,Giardia kill,USP2a inh,B2AR arrestin,Menin MLL FP TR
O=C(NCCc1ccc(F)cc1)NC12CC3CC(CC(C3)C1)C2,1,-12,-3%,4%,14,3%,?,-2,0%,0.3%,2%
COc1ccc(CNC(=O)CCNS(=O)(=O)c2ccc(C)cc2)cc1,3,-16,-7%,1%,-14,-2%,2,2,5%,0.3%,-1%
CC(C)c1ccc(C(=O)NCCCN2CCOCC2)cc1,3,32,1%,7%,9,4%,28,3,0%,-0.4%,4%
CC(=O)C(Cc1ccccc1)NC(=O)CN(C)Cc1ccccc1Cl (stereo not given),1,6,-2%,24%,3,0%,?,2,-1%,0.1%,-20%
CCOc1ccccc1OCCCC(=O)N(CC)CC(=O)Nc1c(F)cccc1F,/,-4,/,/,5,/,-3,8,-1%,0.3%,/
Cc1ccc(C(=O)O)cc1NC(=S)NC(=O)Cc1ccccc1,8,16,-1%,-13%,27,-1%,-2,3,0%,-3.0%,-27%
c1cncc(CSc2nnc3ccc(-c4ccco4)nn23)c1,0,12,?,5%,-6,-3%,0,10,-2%,-0.4%,?
COCCCn1c(C(=O)N2CC(C)OC(C)C2)cc2c(=O)n3ccccc3nc21 (stereo not given),3,-1,-1%,5%,-24,2%,-1,-9,-2%,-0.3%,2%
CC1Cc2ccccc2N1C(=O)CSc1nnc(-c2ccc(S(=O)(=O)N3CCCC3)cc2)o1 (stereo not given),1,-4,6%,-13%,-1,-1%,-4,11,3%,-0.3%,-6%
Cc1ccc(OC(=O)c2ccc3snnc3c2)cc1,3,-1,-3%,-1%,2,-1%,20,4,-1%,-0.8%,22%

# Compound profiles, from the list above. Order of values: Coupling enz, KCNH2 WT inh, PKM2 act, MLL CXXC-DNA inh, KCNH2 3.1 block, GALK inhibitor, TRPV1 agonist, Giardia kill, USP2a inh, B2AR arrestin, Menin MLL FP TR
# `COc1ccc(CNC(=O)CCNS(=O)(=O)c2ccc(C)cc2)cc1` is listed with 3, -16, -7%, 1%, -14, -2%, 2, 2, 5%, 0.3%, -1%
# `O=C(NCCc1ccc(F)cc1)NC12CC3CC(CC(C3)C1)C2` is listed with 1, -12, -3%, 4%, 14, 3%, ?, -2, 0%, 0.3%, 2%

# Next entries:
SMILES,Coupling enz,KCNH2 WT inh,PKM2 act,MLL CXXC-DNA inh,KCNH2 3.1 block,GALK inhibitor,TRPV1 agonist,Giardia kill,USP2a inh,B2AR arrestin,Menin MLL FP TR
CCn1c2ccccc2c2cc(NC(=O)CN(C)CC(=O)Nc3ccc(N4CCOCC4)cc3)ccc21,0,-16,1%,24%,1,4%,-2,1,0%,0.6%,?
COc1ccc(OCC(=O)Nc2ccc(C(=O)Nc3ccccc3C(=O)O)cc2)cc1,9,-22,/,1%,-3,-11%,-4,12,1%,0.5%,?
CCN1CCC(Nc2ccnc3cc(Cl)ccc23)CC1,-1,6,-1%,8%,-16,-1%,1,-5,0%,0.4%,?
CC(C)(C)c1ccccc1OCC(=O)Nc1ccccc1C(=O)NCc1cccnc1,-3,15,-2%,5%,-4,0%,23,21,-1%,-0.1%,49%[activator]
CC(=O)N/N=C/c1c(C)[nH]n(-c2ccccc2)c1=O,-7,6,-5%,-10%,6,-1%,?,5,2%,0.1%,1%
O=S(=O)(NCc1cn2ccccc2n1)c1cc(F)ccc1F,1,-9,0%,4%,-7,-3%,6,-10,3%,0.3%,14%
O=C(C1COc2ccccc2O1)N1CCN(S(=O)(=O)c2cc(F)ccc2F)CC1 (stereo not given),/,15,/,/,5,/,21,0,-1%,-1.2%,/
CCCC(=O)N(CCN1CCOCC1)c1nc2cc(C)c(C)cc2s1,/,5,/,-5%,8,1%,24,-7,0%,0.0%,/
CC1=NNC(=O)C1Cc1ccccc1C (stereo not given),-5,3,/,-5%,8,1%,-4,-5,0%,4.3%,3%
CCOC(=O)c1cnn(-c2nc(OCC)cc(OCC)n2)c1C,0,3,5%,-1%,6,1%,?,-11,0%,0.0%,-15%
CCc1cccc(NC(=O)C2CCCN(S(=O)(=O)c3cccnc3)C2)c1 (stereo not given),/,-30,/,6%,12,-4%,15,21,2%,0.1%,/
CCNC(=O)Oc1ccc[nH]c1=O,-63*,-2,-13%,?,-10,7%,-8,9,3%,0.0%,-2%
COc1cc(C(=O)NCc2ccc3[nH]c(C)cc3c2)cc(OC)c1OC,-2,-5,?,0%,-1,3%,4,0,-2%,-0.6%,-15%
COCCNc1ccc(N2C(=O)C3CCCCC3C2=O)cc1[N+](=O)[O-] (stereo not given),-2,8,3%,-5%,8,-1%,3,7,3%,-0.2%,10%
Cc1cc(Nc2ccccc2)nc(NCc2ccccc2)n1,1,0,-8%,0%,2,-2%,?,-7,-7%,-0.8%,1%
O=C(O)CCC(=O)Nc1sc2c(c1C(=O)NCc1ccccc1)CCCC2,10,-3,-1%[11.5 µM],-7%,-24,-5%,1,11,2%,-0.2%,-12%
COC(=O)N/N=C\c1ccccc1OC/C=C/c1ccccc1,1,-2,-13%,6%,11,4%,-4,17,1%,-0.3%,?
O=C(CC(=O)Nc1ccc(Cl)cc1)N/N=C\c1cccc(F)c1,1,-13,/,13%,4,6%,2,4,2%,4.1%,/
Cc1ccccc1C(=O)NC1CCN(CC(=O)NC2CCCCC2)CC1,0,-8,-1%,12%,3,0%,1,13,1%,0.0%,-20%
COC(=O)c1c(-c2cccs2)csc1NC(=O)CN1CCOCC1,0,-2,2%,6%,0,1%,11,-8,2%,-0.3%,-20%
Cc1ccccc1NS(=O)(=O)c1ccc(C(=O)NNC(=O)c2ccccc2O)cc1,/,0,/,/,13,/,1,-19,2%,-0.3%,/
Cc1ccc(N2C(N)=C(C#N)C(c3ccsc3)C3=C2CC(C)(C)CC3=O)cc1 (stereo not given),-8,8,7%,-7%,0,1%,2,-3,1%,-0.9%,-1%
CS(=O)(=O)N1CCN=C1SCc1ccccc1,/,2,/,-3%,-8,-10%,3,0,4%,0.8%,/
N#CC1(NC(=O)Cn2cc(C(F)(F)F)cc(Cl)c2=O)CCCCC1,/,-1,-3%,5%,-3,-1%,0,16,2%,0.2%,/
COCc1[nH]c(=S)[nH]c(=O)c1C,5,-2,-8%,2%,0,/,-6,-17,2%,-0.6%,/
COc1ccc(N2CCN(S(=O)(=O)c3ccc4c(c3)N(C(C)=O)CCO4)CC2)cc1,1,10,/,2%,-2,-1%,6,14,-2%,0.0%,3%
Cc1ccccc1NC(=O)Cc1nnc(NC(=O)Nc2ccccc2F)s1,0,2,-7%,-10%,-23,/,2,2,-5%,-0.6%,/
CN1CCN(CCCCC(=O)c2ccccc2)CC1,3,1,2%,1%,2,0%,-1,6,1%,0.0%,/
CCCCN(C1CCS(=O)(=O)C1)S(=O)(=O)c1ccc(OC)c(OC)c1 (stereo not given),/,2,/,/,-5,/,7,11,1%,0.2%,/
O=C(Nc1nnc(CCc2ccccc2)s1)c1ccco1,4,14,-5%,9%,9,0%,1,-8,1%,0.5%,?

# Three compounds from above, arranged by their value in Menin MLL FP TR, lowest first.
canonical_smiles	Menin MLL FP TR
COc1cc(C(=O)NCc2ccc3[nH]c(C)cc3c2)cc(OC)c1OC	-15%
Cc1ccc(N2C(N)=C(C#N)C(c3ccsc3)C3=C2CC(C)(C)CC3=O)cc1 (stereo not given)	-1%
COCCNc1ccc(N2C(=O)C3CCCCC3C2=O)cc1[N+](=O)[O-] (stereo not given)	10%

# Next compounds.
SMILES,Coupling enz,KCNH2 WT inh,PKM2 act,MLL CXXC-DNA inh,KCNH2 3.1 block,GALK inhibitor,TRPV1 agonist,Giardia kill,USP2a inh,B2AR arrestin,Menin MLL FP TR
CC(C)(C)c1ccc(C(=O)NC(=O)COC(=O)c2ccc(Br)o2)cc1,/,0,/,/,13,/,/,-27,4%,-0.9%,/
O=C(Nc1ccccc1C(=O)N1CCN(Cc2ccccc2)CC1)c1ccc(F)cc1,/,11,-3%,18%,-23,4%,1,-15,0%,-1.2%,/
CC(=O)c1ccc(NC(=O)CCOc2cc(C)ccc2C)cc1,-1,-1,-6%,2%,-8,-2%,?,4,-1%,-0.7%,32%[activator]
Cc1cc(OCC(=O)N2CCOCC2)ccc1NC(=O)C1CCCCC1,0,-2,0%,-12%,6,0%,3,-8,-2%,0.3%,-10%
